OXTR ag = activates the human oxytocin receptor; P30559; CHO-OTR cells, Fluo-8 calcium fluorescence; normalized: DMSO 0%, oxytocin 100%; activation, % at 3 µM; 320,000 compounds, 0.32% hits; AID 2435;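 active = activation above the mean of all tested compounds plus 3 SD, cutoff set per screening run, cut at about 20% in these data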;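 also: peak over basal fluorescence ratio from a 100 s FLIPR kinetic read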
V1aR counter = V1a receptor agonism, counter-screen for OXTR agonists; P37288; CHO-V1R cells, Fluo-8 calcium fluorescence, agonist mode; 0% DMSO, 100% 3 nM vasopressin; activation, % at 3 µM; 320,000 compounds, 0.25% hits; AID 2797;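 active = activation above the mean activation of all tested compounds plus 3 SD, per screening run, cut at about 20% in these data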;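 also: signal is peak over basal fluorescence ratio across a 100 second FLIPR read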
Target sequence (P37288 whole entry, looked up): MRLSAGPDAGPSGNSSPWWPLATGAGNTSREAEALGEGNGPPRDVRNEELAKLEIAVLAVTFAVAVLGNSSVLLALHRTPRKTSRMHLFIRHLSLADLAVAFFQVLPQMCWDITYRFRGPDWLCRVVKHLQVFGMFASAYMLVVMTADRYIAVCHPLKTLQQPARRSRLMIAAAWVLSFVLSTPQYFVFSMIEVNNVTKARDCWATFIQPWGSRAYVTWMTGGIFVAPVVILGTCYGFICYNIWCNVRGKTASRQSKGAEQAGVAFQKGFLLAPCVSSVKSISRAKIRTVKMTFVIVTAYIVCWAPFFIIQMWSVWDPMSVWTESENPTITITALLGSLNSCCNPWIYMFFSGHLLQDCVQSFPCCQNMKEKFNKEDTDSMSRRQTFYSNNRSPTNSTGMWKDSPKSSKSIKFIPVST
MEKK2wt PB1 HTS = raises or lowers MEK5 binding to wildtype human MEKK2 PB1 domain. Q9Y2U5. bead flow cytometry, Alexa488-MEK5 binding to MEKK2 WT; actives lie on both sides. binding response (% of control), % at 10 µM. 290,000 compounds, 1.1% hits. AID 1531; in the data active = binding response below about 67% or above about 130%
GPR7 antag = human neuropeptides B/W receptor 1 antagonism; AID 1861; inhibition, % at 4.4 µM; 290,000 compounds, 1.1% hits; P48145; GPR7-expressing cells, fluorescence antagonist assay; in the data active = inhibition above about 16%, passing the limit was not always enough;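 also: cells stimulated with the agonist NPW; 0% = agonist with vehicle and 100% = vehicle without agonist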
Target sequence (P48145 whole entry, looked up): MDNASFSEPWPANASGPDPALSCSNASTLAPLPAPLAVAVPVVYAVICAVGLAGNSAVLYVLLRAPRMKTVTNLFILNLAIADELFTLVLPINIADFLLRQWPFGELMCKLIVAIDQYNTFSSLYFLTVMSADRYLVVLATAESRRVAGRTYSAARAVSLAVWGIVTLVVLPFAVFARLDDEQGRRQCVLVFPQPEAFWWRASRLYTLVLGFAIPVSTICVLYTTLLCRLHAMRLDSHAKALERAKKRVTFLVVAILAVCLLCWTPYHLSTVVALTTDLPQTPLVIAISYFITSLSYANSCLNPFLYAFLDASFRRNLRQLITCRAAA
NALP1 inh = blocks the NALP1 inflammasome reconstituted in yeast | inhibition, % at 10 µM | 280,000 compounds, 0.61% hits | S. cerevisiae NALP1/ASC/caspase-1 growth, X-gal OD620, 72 h | AID 2071; in the data active = inhibition mostly above about 24%, no sharp cut-off; inactive = mostly below about 32%; also: some compounds called inactive have numbers as strong as hits
PfM18AAP inh = blocks P. falciparum M18 aspartyl aminopeptidase; recombinant PfM18AAP, H-Glu-NHMec fluorogenic cleavage; inhibition, % at 7.35 µM; 290,000 compounds, 1.2% hits;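 active = inhibition above the campaign mean inhibition over all tested compounds plus 3 SD, cut at about 28% in these data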;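 also: 0% = plate median of test compound wells and 100% = 2 mM ZnCl2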
MEKK2 mut-MEK5 = signal of MEK5 binding to mutant human MEKK2 PB1 domain; 290,000 compounds, 0.35% hits; AID 1530; bead flow cytometry, Alexa488-MEK5 binding to MEKK2 mutant; percent response, % at 10 µM; in the data active = percent response above about 24%, passing the limit was not always enough; also: inactives centre near 1; some results filed as inactive read as strong as hits
OXTR potentiate = potentiates the human oxytocin receptor response; 320,000 compounds, 0.061% hits; CHO-OTR cells, Fluo-8 calcium fluorescence, potentiator mode; 0% = oxytocin EC15, 100% = EC100; activation, % at 3 µM; AID 2445; P30559;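 active = activation above that plate's cutoff, the mean activation of tested compounds plus 3 SD, cut at about 6.6% in these data, passing the limit was not always enough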;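 also: 100% uses oxytocin at 75 nM as the full agonist control; some results filed as inactive read as strong as hits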
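Assay system: CHO cell line stably expressing human OTR | Also added: Oxytocin at about EC15, sub-maximal agonist stimulus | Times: Compound 6 min at room temperature before oxytocin, 100 s read | Measured by: Fluo-8 intracellular calcium fluorescence, ex 470-495, em 515-575 nm | Controls: EC15 oxytocin alone as 0%, 75 nM oxytocin as 100%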
GalR3 antag = antagonists of human GalR3 | O60755 | HEK293 GalR3-CNG cAMP membrane potential fluorescence; galR3 body fused to GalR1 C-terminus | inhibition, % at 3 µM | 360,000 compounds, 0.44% hits;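 active = inhibition above the screen-wide average plus 3 SD, cut at about 13% in these data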;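 also: forskolin and galanin both at EC90 stimulate the cells; cAMP rise reported by CNG channel membrane potential dye signal; 0% = forskolin plus galanin with DMSO and 100% = forskolin alone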
Target sequence (O60755 1-299 limits assumed): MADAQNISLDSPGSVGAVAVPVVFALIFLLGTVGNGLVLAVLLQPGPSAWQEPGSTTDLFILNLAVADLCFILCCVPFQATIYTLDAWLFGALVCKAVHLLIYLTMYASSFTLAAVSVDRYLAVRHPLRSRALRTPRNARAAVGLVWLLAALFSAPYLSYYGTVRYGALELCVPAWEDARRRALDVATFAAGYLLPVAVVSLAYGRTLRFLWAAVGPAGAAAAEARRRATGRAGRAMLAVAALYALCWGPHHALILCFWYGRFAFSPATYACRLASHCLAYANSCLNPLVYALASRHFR
Active calls of the source: *; · = no result given.

SMILES | OXTR ag | V1aR counter | MEKK2wt PB1 HTS | GPR7 antag | NALP1 inh | PfM18AAP inh | MEKK2 mut-MEK5 | OXTR potentiate | GalR3 antag
CCCCOc1ccc(C(=O)NCCOc2cccc(OC)c2)cc1 | -1.5 | -2.3 | 103 | 4 | 13 | -17 | 4 | -3 | -7
COc1cc(S(=O)(=O)NCc2ccncc2)c(OC)cc1Br | 3.1 | 12 | 105 | -5 | -2 | 0 | 8 | -6 | -2
Cc1ccccc1C(=O)N/N=C/c1ccncc1 | -0.5 | -0.2 | 98 | -7 | 10 | -4 | -4 | -1 | -3
O=S(=O)(NCCO)c1cccc2cccnc12 | 0.7 | 0.0 | 106 | 7 | 0 | 4 | 3 | -1 | 5
CCC(C)(C)NC(=O)C(c1cccn1C)N(C(=O)Cn1nnc2ccccc21)c1ccc(NC(C)=O)cc1 (configuration not stated) | -0.9 | 0.2 | 88 | -10 | 24 | -14 | -13 | -7 | 3
N/C(=N\c1nc2c(c(=O)[nH]1)CCC2)Nc1cccc(Cl)c1 | 0.1 | 3.6 | 104 | -11 | 18 | -3 | -2 | -10 | -3
CCOC(=O)C1CCCN(S(=O)(=O)Cc2ccccc2)C1 (configuration not stated) | 1.2 | 0.5 | 98 | 15 | 10 | -2 | 1 | -5 | -1
COc1ccc(S(=O)(=O)N(CC(=O)NCC2CCCO2)Cc2ccccc2)cc1C (configuration not stated) | -1.2 | -1.0 | 101 | 11 | 20 | 4 | -2 | -16 | -3
CCn1c(SCC(=O)N/N=C/c2ccccc2OCC(=O)O)nnc1-c1ccc(OC)cc1 | -1.1 | -0.3 | 106 | -11 | 4 | -13 | 4 | 7 | -1
CCOc1ccc(S(=O)(=O)NCCC(=O)NCC(c2ccco2)N2CCCCC2)cc1 (configuration not stated) | -1.7 | 0.6 | · | · | · | · | · | -3 | -7
Cc1ccc(C)c(Cn2cnc3c(nnn3-c3ccc(F)cc3)c2=O)c1 | -0.1 | 0.2 | 106 | 3 | 4 | 10 | 5 | -9 | -5
Cc1coc2cc3oc(=O)c(CC(=O)N4C[C@H]5C[C@@H](C4)c4cccc(=O)n4C5)c(C)c3cc12 | -0.9 | 0.6 | 104 | -22 | 30 | -10 | 3 | -8 | -2
CC(=O)Oc1ccc2c(c1)OC(c1ccccc1)CC21CC(C)(C)NC(=O)N1 (configuration not stated) | 1.8 | 0.6 | 93 | -13 | 22 | 5 | -2 | -10 | -2
CC1CCN(C(=O)CNS(=O)(=O)c2ccc(Br)s2)CC1 | -0.6 | 0.5 | 102 | -1 | -12 | 3 | 3 | 1 | -4
CCc1nnc(NC(=O)/C=C/c2ccc(C)o2)s1 | -1.5 | 2.4 | 105 | -11 | 21 | -10 | -1 | 2 | 2
CCc1cccc2c(C(=O)COC(=O)c3ccc(O)cc3)c[nH]c12 | 2.8 | 6.9 | 99 | -5 | 37 | -6 | -2 | -4 | 0
COc1ccc(Nc2nc(N)c(C(=O)c3ccc(F)cc3)s2)cc1 | -1.8 | -0.8 | 97 | 17 | 16 | 5 | -8 | -4 | -2
O=C(Cc1ccccc1[N+](=O)[O-])Nc1ccc2c(c1)OCO2 | -0.3 | 0.2 | 101 | -9 | 11 | -17 | 4 | -13 | 1
CCN(C(=O)Cn1cc(C(F)(F)F)ccc1=O)c1c(N)n(Cc2ccccc2)c(=O)[nH]c1=O | 1.2 | 0.5 | 97 | -12 | -15 | -3 | -3 | 0 | -2
COC(=O)CCC(=O)OC1(C)C(=O)C2=COC(c3ccc(OC)cc3)=CC2=C(Br)C1=O (configuration not stated) | 1.6 | 2.5 | 91 | · | -18 | · | -5 | -8 | ·
Cc1c(CCC(=O)O)c(=O)oc2cc3oc4c(c3cc12)CCCC4 | -0.1 | -0.4 | 99 | -11 | · | -9 | -1 | -4 | -8
Cc1occc1C(=O)N1CCCC(Nc2ccc(F)cc2)C1 (configuration not stated) | -0.6 | -1.4 | 102 | -13 | 5 | 3 | -3 | 5 | 0
OC1CCCCC1 | 1.4 | 0.4 | · | · | · | · | · | -2 | -3
CCOc1ccc(-n2cc(C(=O)N3CCN(C)CC3)c3cc(OC)c(OC)cc3c2=O)cc1 | -1.3 | -0.5 | 102 | -7 | · | -7 | 3 | -8 | 2
S=C(NCCCn1ccnc1)NC1CCCCC1 | -0.3 | 0.5 | 94 | -9 | 23 | 2 | -4 | 7 | -6
O=C(Nc1cccc([N+](=O)[O-])c1)c1ccc(-c2ccccc2)cc1 | 0.0 | 0.2 | 111 | 21 | 20 | 2 | 3 | -5 | 4
Cc1cc2nc(C3CCN(CC4COc5ccccc5O4)CC3)[nH]c2cc1C (configuration not stated) | 5.9 | 4.6 | 109 | -4 | 36 | 3 | 12 | -7 | -4
Cc1ccccc1-c1noc(-c2ccc(Cl)cc2)n1 | 0.1 | 0.7 | 97 | -1 | -10 | -1 | 3 | -14 | -2
Cc1ccc(S(=O)(=O)C2(C(=O)NCc3ccc4c(c3)OCO4)CC2)cc1 | -1.7 | -2.0 | 102 | 3 | 30 | -2 | 7 | -4 | 1
CCOC(=O)c1c(C)[nH]c(C(=O)COC(=O)c2oc3ccccc3c2C)c1C | 0.5 | -0.1 | 95 | -9 | 48 | 4 | -1 | -3 | -5
Cc1cc(C(=O)NCC(c2ccco2)N2CCCC2)c2ccccc2n1 (configuration not stated) | 1.4 | 1.6 | · | · | · | · | · | -8 | 0
O=C(CN1C(=O)c2ccc([N+](=O)[O-])cc2C1=O)Nc1cc(S(=O)(=O)N2CCOCC2)ccc1Cl | 0.2 | -0.2 | · | · | · | · | · | 2 | -4
Cc1cccc(NC(=S)NC2CCCCC2)n1 | -2.0 | -1.7 | 102 | -22 | -5 | 36* | 6 | 2 | -6
CN(CC(=O)Nc1ccc([N+](=O)[O-])cc1Br)Cc1c(F)cccc1Cl | 0.5 | 1.5 | 101 | -14 | 27 | 4 | -4 | -14 | -5
N#Cc1ccc(-c2ccc(OCC(O)Cn3nnc4ccccc43)cc2)cc1 (configuration not stated) | 11 | 10 | 94 | 4 | 7 | -5 | -3 | -19 | -4
CCCCn1c(N)c(N(CC(C)C)C(=O)c2ccc(COc3ccccc3)o2)c(=O)[nH]c1=O | -0.5 | -0.1 | 109 | 26* | 14 | 2 | 8 | 2 | -5
Cc1cccc(-n2ncc3c(N(C)Cc4ccccc4)ncnc32)c1 | -0.7 | 0.2 | 101 | · | 35 | · | 1 | -6 | -1
Cc1cc(C)c2[nH]c(=O)c(CN(Cc3ccccc3)C(=S)NCCCN(C)C)cc2c1 | 5.1 | -0.4 | 109 | 11 | 1 | 2 | -151 | -18 | -6
COc1ccc2[nH]c(=O)c(-c3nnn(-c4ccc(F)cc4)n3)cc2c1 | -0.5 | 1.5 | 103 | · | · | · | 4 | -7 | -2
COc1cccc2cc(C(=O)N3CCc4ccccc43)c(=O)oc12 | -0.2 | 0.6 | 98 | 1 | 8 | 3 | 1 | -4 | -4
Cc1cccn2cc(-c3cccc(S(=O)(=O)N4CC(C)OC(C)C4)c3)nc12 (configuration not stated) | -1.6 | 0.5 | 104 | -7 | -2 | -3 | 6 | -5 | 1
COc1ccc(S(=O)(=O)N2CCC(c3nc4ccccc4[nH]3)CC2)cc1 | -0.3 | 1.9 | 98 | 13 | 29 | -4 | -4 | -4 | -7
COc1cc2c(cc1NC(=O)c1ccc(C(C)(C)C)cc1)CCCC2 | 0.7 | -1.1 | · | -6 | 2 | -5 | · | 0 | 7
Cc1cc(OCCCC(=O)Nc2cccc(-n3cnnn3)c2)ccc1Cl | 9.3 | 17 | 103 | 29* | 2 | -2 | 3 | -10 | -8
O=C(O)c1ccc(OCc2ccc(C(=O)O)o2)cc1 | 0.8 | 3.6 | 101 | -12 | -12 | -1 | 1 | -4 | -10
CCCCCn1c(SCC2CCCO2)nc2cc(C(=O)N3CCC(C(N)=O)CC3)ccc2c1=O (configuration not stated) | 0.4 | 1.6 | 102 | -5 | 6 | -9 | 0 | -8 | -2
COc1ccc2c(c1)OC[C@H]1[C@H]2N2C(=O)c3cc(OC)ccc3NC(=O)[C@@]2(C)[C@H]1c1ccccc1 | 0.1 | -0.1 | · | · | · | · | · | -4 | -4
COc1ccc(CN2CC(C(N)=O)Oc3ccccc32)cc1F (configuration not stated) | 2.4 | 1.5 | 103 | -2 | -2 | 4 | -1 | 1 | -7
CC(=O)c1cccc(NC(=O)N2CCCC2C(=O)NCCc2ccccc2)c1 (configuration not stated) | -1.2 | 0.1 | 106 | -8 | 9 | 0 | 3 | -7 | -6
O=S1(=O)NC(CC2=CCCCC2)C2CCCCC2O1 (configuration not stated) | -2.7 | -1.9 | 94 | 3 | 17 | -14 | -6 | -6 | -5
CC1C=CCC2C(=O)N(c3ccc(OC(=O)c4cccs4)cc3)C(=O)C12 (configuration not stated) | 0.3 | 1.4 | 92 | 5 | 10 | -6 | -6 | -14 | 0
O=C(CSCc1ccc(F)cc1)NCc1ccc(F)cc1 | -2.0 | -1.7 | 103 | -5 | 28* | 1 | 0 | 2 | -1
COc1ccc(NC(=S)Nc2cc(C(F)(F)F)ccc2F)cc1 | 1.3 | 0.5 | 94 | -15 | -3 | -4 | 10 | -8 | 0
COc1ccc(NC(C)=O)cc1S(=O)(=O)N1CCN(Cc2cccs2)CC1 | 0.6 | 0.2 | · | · | · | · | · | 1 | 2
Oc1c(Br)cc(Br)cc1C=Nc1ccc2c(c1)OCO2 | 1.0 | 1.8 | 91 | -4 | 58 | 8 | -1 | -5 | 0
CCCCCC(=O)Nc1ccc(C(=O)COC(=O)c2ccccn2)cc1 | -0.8 | -0.1 | · | · | · | · | · | -7 | 1
O=C(NCc1ccco1)C(=S)N1CCCCC1 | 0.1 | 0.6 | 92 | -19 | 5 | 0 | -4 | -4 | 1
COc1cccc(OCc2cc(C(=O)N3CCC(c4ccncc4)CC3)no2)c1 | 13 | 9.8 | 106 | 9 | 21 | -1 | 7 | -12 | -2

Profiles, looked up by structure. Values in the order: OXTR ag, V1aR counter, MEKK2wt PB1 HTS, GPR7 antag, NALP1 inh, PfM18AAP inh, MEKK2 mut-MEK5, OXTR potentiate, GalR3 antag
`O=C(Cc1ccccc1[N+](=O)[O-])Nc1ccc2c(c1)OCO2` across the screens: -0.3, 0.2, 101, -9, 11, -17, 4, -13, 1
`CN(CC(=O)Nc1ccc([N+](=O)[O-])cc1Br)Cc1c(F)cccc1Cl` across the screens: 0.5, 1.5, 101, -14, 27, 4, -4, -14, -5
`COc1ccc(S(=O)(=O)N2CCC(c3nc4ccccc4[nH]3)CC2)cc1` across the screens: -0.3, 1.9, 98, 13, 29, -4, -4, -4, -7
`CCc1nnc(NC(=O)/C=C/c2ccc(C)o2)s1` across the screens: -1.5, 2.4, 105, -11, 21, -10, -1, 2, 2
`Oc1c(Br)cc(Br)cc1C=Nc1ccc2c(c1)OCO2` across the screens: 1.0, 1.8, 91, -4, 58, 8, -1, -5, 0

Bioassay records from PubChem.
